# Bcl-2 Bim block = inhibitors of Bim-Bcl-2 interaction, human | Bead-based flow cytometry, Bim peptide-Bcl-2 binding | inhibition, % at 10 µM | 0.06% of 190,000 active | AID 950; in the data active = inhibition above about 40%; inconclusive = no clear call, values can overlap the other calls;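 also: 0% = no compound wells with probe peptide and 100% = reference peptide inhibitor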
# Rab2 wt GTP = changes GTP binding to wildtype dog Rab2A, up or down | P61105 | GTP binding activity, % at 10 µM | 0.19% of 190,000 active | AID 760 | GST-Rab2 wt beads, Bodipy-GTP binding, flow cytometry;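 active = GTP binding activity at least 20 points away from 100%, either lowered or raised; inconclusive = signal likely due to the compound's own green fluorescence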;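 also: 0% = beads with excess unlabeled GTP and 100% = no-compound control corrected for plate trend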
# Bim-Bcl-W = inhibitors of Bim-Bcl-W interaction, human | Q92843 | bead-based flow cytometry, Bim peptide-Bcl-W binding | inhibition, % at 10 µM | 0.02% of 190,000 active;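 also: 0% = bound tracer without compound and 100% = peptide blocker; higher means less fluorescent Bim peptide bound to Bcl-W beads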
# Target sequence (Q92843 whole entry, looked up): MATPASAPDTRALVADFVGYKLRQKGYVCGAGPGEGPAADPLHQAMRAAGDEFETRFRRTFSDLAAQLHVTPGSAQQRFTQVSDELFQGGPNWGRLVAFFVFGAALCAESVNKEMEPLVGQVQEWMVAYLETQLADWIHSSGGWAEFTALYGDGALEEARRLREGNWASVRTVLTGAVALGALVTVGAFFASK
# Bim-Bcl-B = human Bim-Bcl-B interaction inhibition; bead-based flow cytometry, Bim peptide-Bcl-B binding; inhibition, % at 10 µM; 0.073% of 190,000 active; AID 951;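 also: 0% = tracer peptide without compound and 100% = reference inhibitor peptide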
# Target sequence (Q9HD36 whole entry, looked up): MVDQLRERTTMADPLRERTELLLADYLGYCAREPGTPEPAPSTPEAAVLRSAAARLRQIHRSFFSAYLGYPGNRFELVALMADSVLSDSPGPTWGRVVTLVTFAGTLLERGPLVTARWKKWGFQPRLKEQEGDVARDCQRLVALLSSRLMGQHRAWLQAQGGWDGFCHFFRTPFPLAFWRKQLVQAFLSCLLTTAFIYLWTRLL
# Rab7 wt GTP bind = dog Rab7 wildtype GTP binding, inhibitors and activators | GST-Rab7 beads, fluorescent GTP binding, flow cytometry; actives lie on both sides; untreated = 100%, excess cold GTP = 0% | GTP binding activity (percent of control), % at 10 µM | 0.055% of 190,000 active | AID 758;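 active = fluorescent GTP binding to Rab7 beads changed by at least 20 points from the 100% baseline, either direction, mostly lower; inconclusive = compound itself probably fluorescent, or too few beads counted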;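 also: median green fluorescence of bound Bodipy-FL-GTP per Rab7 bead population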
# Bfl-1 Bim block = human Bim-Bfl-1 interaction inhibition | Q16548 | Bead-based flow cytometry, Bim-Bfl-1 binding inhibition | inhibition, % at 10 µM | 0.12% of 190,000 active | AID 1008;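 also: 0% = wells without compound plus tracer and 100% = blocker peptide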
# HRas wt GTP bind = changes GTP binding to wildtype human HRas | GST-Ras wt beads, Bodipy-FL-GTP binding, flow cytometry; actives lie on both sides | GTP binding activity, % at 10 µM | 0.14% of 190,000 active | AID 759;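 active = GTP binding activity at least 20% away from the 100% baseline, either lowered as inhibitor or raised as activator; inconclusive = flagged as likely green fluorescent, judged across all proteins in the well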;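 also: 0% = unlabeled GTP competition control and 100% = no-compound control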
# Target sequence (P01112 whole entry, looked up): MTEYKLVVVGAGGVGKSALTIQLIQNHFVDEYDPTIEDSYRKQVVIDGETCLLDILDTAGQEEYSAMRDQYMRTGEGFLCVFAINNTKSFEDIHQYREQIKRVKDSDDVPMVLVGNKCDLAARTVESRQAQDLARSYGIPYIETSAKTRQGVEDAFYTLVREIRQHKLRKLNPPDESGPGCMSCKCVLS
# Bcl-XL Bim block = inhibitors of Bim-Bcl-XL interaction, human | AID 1007 | 0.04% of 190,000 active | Q07817 | inhibition, % at 10 µM | Bim peptide-Bcl-XL binding, bead flow cytometry, fluorescence
# Target sequence (Q07817 whole entry, looked up): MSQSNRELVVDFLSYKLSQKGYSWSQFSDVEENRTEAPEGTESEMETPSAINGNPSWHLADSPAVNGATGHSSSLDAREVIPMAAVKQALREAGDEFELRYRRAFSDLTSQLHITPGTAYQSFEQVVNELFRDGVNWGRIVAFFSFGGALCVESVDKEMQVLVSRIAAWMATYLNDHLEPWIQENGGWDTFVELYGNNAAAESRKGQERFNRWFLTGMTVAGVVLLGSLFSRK
# Cdc42 wt GTP = changes GTP binding to wildtype human Cdc42. percent activity (GTP binding), % at 10 µM. AID 761. GST-Cdc42 beads, Bodipy-GTP binding, flow cytometry; actives lie on both sides. P60953. 0.2% of 190,000 active;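 active = percent activity GTP binding at least 20 points away from the 100% baseline, either down as inhibitor or up as activator; inconclusive = compound flagged as likely green fluorescent from well-wide comparison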;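 also: median bead fluorescence of bound Bodipy-FL-GTP at 100 nM; 0% = excess unlabeled GTP control and 100% = no compound control; below 100% means less GTP binding so inhibitor and above means activator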
# Target sequence (P60953 whole entry, looked up): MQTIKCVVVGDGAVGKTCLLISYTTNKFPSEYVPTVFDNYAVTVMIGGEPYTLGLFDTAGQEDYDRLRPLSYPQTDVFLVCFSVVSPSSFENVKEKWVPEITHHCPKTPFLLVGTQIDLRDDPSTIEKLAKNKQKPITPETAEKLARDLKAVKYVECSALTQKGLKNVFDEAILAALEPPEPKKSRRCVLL
# Rac1 wt GTP bind = human Rac1 wildtype GTP binding, inhibitors and activators; P63000; GTP binding activity (% of control), % at 10 µM; GST-Rac1 beads, fluorescent GTP binding, flow cytometry; actives lie on both sides; 0 = cold GTP competed, 100 = untreated; AID 757; 0.27% of 190,000 active;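 active = GTP binding activity at least 20 points away from the 100% control level, either lower or higher; inconclusive = compound flagged as likely green fluorescent, judged across all proteins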
# Rac1 mut GTP = alters GTP binding to activated mutant human Rac1; AID 764; GST-Rac1 activated beads, fluorescent GTP binding, flow cytometry; actives lie on both sides; 100% means binding = to untreated wells; P63000; percent activity (GTP binding), % at 10 µM; 0.11% of 190,000 active;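 active = GTP binding at least 20 percentage points away from the 100% baseline, in either direction, so actives lie on both sides; inconclusive = Compound likely fluorescent itself, or too few beads counted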
# The depositor's hits bear a star; ? = inconclusive. Rule as the data show it, unless noted: active = inhibition above about 40%. The order is random. About 0.62% of those tested had a hit in this group.
SMILES,Bcl-2 Bim block,Rab2 wt GTP,Bim-Bcl-W,Bim-Bcl-B,Rab7 wt GTP bind,Bfl-1 Bim block,HRas wt GTP bind,Bcl-XL Bim block,Cdc42 wt GTP,Rac1 wt GTP bind,Rac1 mut GTP
COc1ccc(C/C(N)=N/n2cnnc2)cc1Cl,-9.0,100.0,0.0,-5.0,102.0,-12.0,102.0,9.0,100.0,101.0,97.0
CCCCN(C(=O)c1ccc(OC(F)(F)F)cc1)c1c(N)n(CCC)c(=O)[nH]c1=O,-3.0,94.0,0.0,0.0,95.0,-8.0,95.0,0.0,96.0,97.0,96.0
O=C(CCNC(=O)c1ccco1)Nc1ccc(N2CCOCC2)cc1,-5.0,101.0,-4.0,-2.0,109.0,-7.0,97.0,-4.0,95.0,104.0,96.0
CCOc1ccc(C(C(=O)NC2CCCC2)N(Cc2ccccc2)C(=O)c2nsc(Cl)c2Cl)cc1 (stereo not given),-1.0,93.0,3.0,1.0,98.0,0.0,98.0,0.0,96.0,97.0,94.0
O=C(CCc1ccccc1)Nc1nc2n(n1)C(c1ccccc1)CC(=O)N2 (stereo not given),-5.0,102.0,0.0,-7.0,108.0,-8.0,104.0,-2.0,102.0,105.0,99.0
CC1(C2(O)CC(c3ccccc3)ON2)CCCCC1 (stereo not given),-4.0,96.0,0.0,-2.0,95.0,-1.0,97.0,2.0,97.0,97.0,96.0
Cc1ccc2cccc(OCC(=O)c3cc(C)n(Cc4ccco4)c3C)c2n1,1.0,93.0,-9.0,2.0,98.0,8.0,93.0,0.0,90.0,90.0,90.0
COc1cccc(-c2cc(C(=O)Nc3ccc([N+](=O)[O-])cn3)c3ccccc3n2)c1,-4.0,99.0,-5.0,-5.0,97.0,0.0,102.0,-4.0,105.0,105.0,101.0
COc1ccc(C(=O)N2CCN(S(=O)(=O)c3ccc(Cl)cc3)CC2)cc1OC,-8.0,101.0,-3.0,-9.0,98.0,-11.0,101.0,0.0,103.0,101.0,98.0
COc1ccc(-c2nc(CN3CCN(c4ncccn4)CC3)c(C)o2)cc1C,0.0,97.0,-2.0,-3.0,95.0,-5.0,96.0,-1.0,98.0,102.0,96.0
Cc1ccc(C)c(N/N=C2\CCCNC2=O)c1,-6.0,98.0,0.0,-10.0,99.0,0.0,101.0,-3.0,96.0,102.0,99.0
COC(=O)c1cc(=O)nc2sc(-c3ccccc3)nn12,-8.0,101.0,-2.0,-8.0,102.0,-16.0,101.0,-11.0,102.0,105.0,99.0
COc1ccc(CCNC(=O)Cn2c(=O)n(CC3CCCO3)c(=O)c3ccccc32)cc1OC (stereo not given),-1.0,95.0,-9.0,0.0,95.0,0.0,92.0,-11.0,96.0,94.0,94.0
CC(=O)N1CCC(=NNc2ncc(C(F)(F)F)cc2Cl)CC1,-1.0,99.0,-4.0,-5.0,103.0,-4.0,97.0,-1.0,99.0,101.0,95.0
O=C(Cc1cccc2ccccc12)Nc1nnc(-c2cccc([N+](=O)[O-])c2)s1,-2.0,100.0,-2.0,-7.0,96.0,0.0,99.0,-5.0,98.0,103.0,97.0
Cn1c(CNC2CCCCC2)nc2ccccc21,0.0,95.0,0.0,1.0,94.0,1.0,95.0,0.0,95.0,95.0,94.0
O=C(NCc1ccc(Cl)cc1)c1cnn2ccccc12,-6.0,99.0,0.0,-10.0,96.0,-10.0,97.0,-2.0,97.0,98.0,96.0
O=C(Oc1ccc(NC2=NS(=O)(=O)c3ccccc32)cc1)c1cccnc1,2.0,96.0,0.0,1.0,98.0,-4.0,98.0,1.0,97.0,103.0,94.0
COc1cc(CO)cc(Br)c1OCC(=O)N1CCCCC1,-2.0,99.0,-1.0,-3.0,96.0,-3.0,100.0,-1.0,102.0,104.0,101.0
O=C(COc1ccccc1[N+](=O)[O-])N1CCC(Cc2ccccc2)CC1,-3.0,94.0,-1.0,-4.0,102.0,-4.0,96.0,-3.0,91.0,89.0,92.0
NC(=O)c1ccc(-n2nnnc2Oc2ccccc2)cc1,-7.0,104.0,0.0,-7.0,104.0,-14.0,108.0,-3.0,105.0,107.0,103.0
COc1ccc(C(=O)NNC2CC(=O)N(Cc3ccccc3)C2=O)cc1OC (stereo not given),-10.0,100.0,-3.0,-9.0,101.0,-13.0,101.0,-6.0,104.0,105.0,101.0
CC1(C)CC(CCC(=O)Nc2ccc(S(N)(=O)=O)cc2)C(=O)O1 (stereo not given),-4.0,98.0,2.0,-6.0,98.0,-7.0,100.0,-1.0,99.0,104.0,99.0
CCOC(=O)C1=C(CN2CCc3ccccc32)NC(=O)NC1c1cccc([N+](=O)[O-])c1 (stereo not given),-2.0,100.0,3.0,-3.0,100.0,-11.0,102.0,-31.0,103.0,106.0,99.0
CCC(c1nnnn1C(C)(C)C)N(CCOC)Cc1cc2cccc(C)c2n2nnnc12 (stereo not given),-6.0,109.0,-2.0,-2.0,99.0,-2.0,105.0,1.0,109.0,107.0,102.0
NC(=S)N/N=C/c1ccc(-c2ccc([N+](=O)[O-])cc2)o1,-2.0,93.0,0.0,-12.0,88.0,3.0,95.0,-3.0,94.0,95.0,96.0
COc1ccc(C2CCCN2C(=S)Nc2cccc(Cl)c2C)cc1OC (stereo not given),-2.0,97.0,-4.0,-14.0,97.0,-3.0,98.0,-5.0,99.0,101.0,100.0
CCC(=O)Nc1cc2c(cc1C(=O)c1ccccc1)OCCO2,-7.0,94.0,-5.0,-11.0,97.0,-8.0,96.0,-11.0,94.0,96.0,95.0
O=C1CN(C(=O)/C=C/c2ccc(Cl)cc2Cl)CCN1,1.0,104.0,3.0,-1.0,104.0,-2.0,103.0,-1.0,101.0,101.0,95.0
O=C(O)c1ccc(S(=O)(=O)N2CCC(c3nc(-c4ccccc4Cl)no3)CC2)cc1,-3.0,102.0,-2.0,-2.0,103.0,-4.0,102.0,-1.0,100.0,103.0,100.0
CCCc1nn(C)c2c1C(c1cccnc1)C(C#N)=C(N)O2 (stereo not given),-5.0,98.0,2.0,-9.0,99.0,-7.0,101.0,1.0,98.0,99.0,98.0
COc1ccc(NS(=O)(=O)c2csc(C(=O)Nc3ccccc3)c2)cc1,-4.0,?,-1.0,-3.0,?,-4.0,?,-2.0,?,?,?
Cc1ccccc1NC(=O)N1CCCC(c2nc(-c3ccc(F)cc3)no2)C1 (stereo not given),0.0,99.0,0.0,-2.0,99.0,-1.0,99.0,-5.0,98.0,96.0,97.0
COc1ccccc1NC(=O)Nc1nnc(-c2ccco2)s1,-1.0,104.0,0.0,0.0,103.0,0.0,105.0,1.0,105.0,103.0,100.0
CSc1ccc(CN2CCN(C(=O)c3ccncc3)CC2)cc1,0.0,96.0,0.0,3.0,93.0,3.0,93.0,0.0,94.0,94.0,95.0
CC(=O)Nc1ccc(NC(=O)COc2ccc(Br)cc2C)cc1,-1.0,97.0,-3.0,0.0,99.0,-2.0,96.0,-1.0,99.0,100.0,96.0
CC(C)(C)c1ccc(C(=O)NCCN2CCCC2)cc1,-7.0,100.0,0.0,-4.0,107.0,-5.0,102.0,-1.0,99.0,107.0,99.0
O=c1ccc2cc(S(=O)(=O)N3CCOCC3)ccc2o1,-8.0,102.0,-6.0,-8.0,101.0,-8.0,100.0,-10.0,101.0,108.0,100.0
CC1=C(C(=O)OCC2CCCO2)C(c2ccsc2)C2=C(CC(C)(C)CC2=O)N1 (stereo not given),-4.0,92.0,-3.0,-4.0,98.0,-1.0,94.0,-2.0,89.0,92.0,92.0
O=C(CN1C(=O)C2CCCCC2C1=O)Nc1ccc(S(=O)(=O)Nc2ncccn2)cc1 (stereo not given),-2.0,98.0,0.0,-1.0,106.0,-1.0,100.0,1.0,98.0,98.0,97.0
CC(C)(C)NCc1cc(Cl)ccc1OCc1ccccc1F,-1.0,95.0,1.0,-1.0,95.0,-3.0,95.0,0.0,94.0,97.0,95.0
CC(C)C[C@H](NC(=O)OC(C)(C)C)c1nnc(SCc2ccccc2)o1,-7.0,97.0,0.0,-5.0,99.0,-11.0,96.0,-3.0,97.0,99.0,97.0
COc1cccc(NC(=O)c2nc3ncccn3n2)c1,0.0,98.0,-1.0,2.0,97.0,0.0,100.0,0.0,101.0,100.0,98.0
CC(=O)n1cc(/C=N/NC(=O)c2sc(C)nc2C)c2ccccc21,4.0,103.0,4.0,-1.0,103.0,3.0,102.0,3.0,102.0,100.0,102.0
COc1ccccc1-c1cnnc(N/N=C/c2ccc(-c3cccc(Br)c3)o2)n1,1.0,93.0,2.0,0.0,97.0,2.0,95.0,-2.0,94.0,94.0,95.0

# Complete entries, looked up by structure. Screens in order: Bcl-2 Bim block, Rab2 wt GTP, Bim-Bcl-W, Bim-Bcl-B, Rab7 wt GTP bind, Bfl-1 Bim block, HRas wt GTP bind, Bcl-XL Bim block, Cdc42 wt GTP, Rac1 wt GTP bind, Rac1 mut GTP
# `Cc1ccccc1NC(=O)N1CCCC(c2nc(-c3ccc(F)cc3)no2)C1` (stereo not given) across the screens: 0.0, 99.0, 0.0, -2.0, 99.0, -1.0, 99.0, -5.0, 98.0, 96.0, 97.0
# `COc1ccccc1NC(=O)Nc1nnc(-c2ccco2)s1` across the screens: -1.0, 104.0, 0.0, 0.0, 103.0, 0.0, 105.0, 1.0, 105.0, 103.0, 100.0

# The list goes on:
SMILES,Bcl-2 Bim block,Rab2 wt GTP,Bim-Bcl-W,Bim-Bcl-B,Rab7 wt GTP bind,Bfl-1 Bim block,HRas wt GTP bind,Bcl-XL Bim block,Cdc42 wt GTP,Rac1 wt GTP bind,Rac1 mut GTP
CC(C)(C)c1ccc(-c2nnc(N)s2)cc1,-2.0,100.0,0.0,-3.0,96.0,-6.0,98.0,1.0,101.0,101.0,98.0
COc1cc2c(cc1NC(=O)c1cc(-c3cccnc3)nc3ccc(C)cc13)oc1ccccc12,14.0,103.0,9.0,15.0,103.0,6.0,102.0,0.0,106.0,110.0,104.0
COC(=O)c1cccc(C(=O)Nc2ccc(C)cc2)n1,-3.0,98.0,2.0,-5.0,98.0,-8.0,100.0,0.0,101.0,99.0,97.0
Cc1sc2ncnc(N3CCCCC3)c2c1C,2.0,100.0,6.0,-2.0,102.0,-11.0,101.0,1.0,101.0,102.0,100.0
Cc1c(NS(=O)(=O)c2ccc(NC3CCCC3)c([N+](=O)[O-])c2)c(=O)n(-c2ccccc2)n1C,-8.0,95.0,-7.0,-12.0,99.0,-15.0,96.0,-11.0,97.0,99.0,95.0
Cc1cc(C)nc(N2CCCC(C(=O)NC(C)C)C2)n1 (stereo not given),-3.0,96.0,-1.0,0.0,102.0,-4.0,99.0,-1.0,98.0,98.0,93.0
CC(CCc1ccccc1)NC(=O)C(=O)Nc1ccccc1 (stereo not given),-2.0,103.0,-5.0,-7.0,100.0,-5.0,102.0,-6.0,104.0,106.0,103.0
CCCOc1ccc(C(=O)C(c2ccccc2)N2CCOCC2)cc1 (stereo not given),-1.0,103.0,-2.0,1.0,103.0,2.0,104.0,0.0,104.0,106.0,100.0
O=C(O)Cc1ccc(NC(=O)C2CCCCC2C(=O)O)cc1 (stereo not given),-2.0,97.0,0.0,0.0,98.0,0.0,95.0,0.0,92.0,94.0,95.0

# Compound activity as filed in PubChem.
